Screening data from PubChem.
NPSR antag: neuropeptide S receptor (human) antagonism, cAMP; Q6W5P4; CHO-NPSR cells, cAMP TR-FRET, antagonist mode; Potency, µM (top dose mostly 38.3 µM), for inactives: at the top dose activity change, negative = inhibition, actives largely listed as inhibitors; actives 1% (n = 220,000); note: % is set by controls: 0 for no effect and ±100 for the full control effect; nearly all actives have a fitted effect of over 50% in size; many of its hits are not listed in these tables
IMPase Li cell: IMPase inhibition in cells with lithium potentiation | AID 1457 | CHO-M1 cells, IP1 TR-FRET (IP-One), carbachol + lithium | actives 0.35% (n = 210,000) | Potency, µM (series often up to 59.4 µM), for the others: at the top dose activity, negative = IMPase inhibition, actives largely listed as inhibitors;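 note: IP1 builds up when IMPase is blocked and the TR-FRET signal falls; plate controls were basal vehicle for no effect and high inhibitor control for full effect; nearly all actives have a fitted effect of over 50% in size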
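Steps: plate 2000 CHO-M1 cells per well and culture 16–30 h; add compound and lithium; incubate 30 min, 37C; add d2-IP1 tracer and Eu cryptate anti-IP1 antibody in lysis buffer; read after 10 min at room temperature.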
SMN2 splice up: increases expression of the SMN2 splice variant | HEK293 SMN2-luciferase splicing reporter, luminescence, 30-36 h | Potency, µM (doses to about 46.1 µM), without a hit: at the top dose activity change, positive = activation, most hits filed as activators | actives 2.8% (n = 210,000) | AID 1458; note: % of control where 0% means no effect; nearly all actives have a fitted effect of over 55% in size
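HEK293 cells carry an SMN2 […]–luciferase reporter in which exon 7 inclusion puts luciferase in frame. Cells were plated 10-12 h before compound addition, then incubated 30-36 h at 37C. ONE-Glo luminescence was read; sodium butyrate at 4.5 mM final served as control.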
GoLoco inh red: inhibitors of human Gai1-RGS12 GoLoco interaction (red fluorophore); AID 880; Potency, µM (highest dose often 61.6 µM), for inactives: at the highest dose activity, negative = inhibition, actives largely listed as inhibitors; actives 0.44% (n = 230,000); Gai1:RGS12 GoLoco peptide FP, rhodamine, 10 min; active = well fitted inhibition curve with a large enough effect, not every such curve was filed as active; inactive = no such curve, though single readings can be large or run the other way; note: % is set by controls: 0 for no effect and ±100 for the full control effect; nearly all actives have a fitted effect of over 30% in size; many of its hits are not listed in these tables
Target sequence (P63096 whole entry, looked up): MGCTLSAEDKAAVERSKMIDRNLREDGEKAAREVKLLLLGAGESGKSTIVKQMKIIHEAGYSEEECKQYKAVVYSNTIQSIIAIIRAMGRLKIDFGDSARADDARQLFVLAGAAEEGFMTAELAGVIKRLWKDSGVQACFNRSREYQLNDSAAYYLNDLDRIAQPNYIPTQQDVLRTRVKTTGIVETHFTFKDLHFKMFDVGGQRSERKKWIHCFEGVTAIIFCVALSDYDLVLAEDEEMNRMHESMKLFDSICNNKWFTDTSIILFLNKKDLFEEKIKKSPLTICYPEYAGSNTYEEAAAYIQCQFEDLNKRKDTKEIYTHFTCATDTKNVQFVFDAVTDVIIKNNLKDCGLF
RECQ1 inh: RECQ1 (human) helicase inhibition; P46063; RECQ1 DNA unwinding, red fluorescence kinetic read; Potency, µM (series often up to 57.3 µM), without a hit: at the top dose activity, negative = inhibition, actives largely listed as inhibitors; actives 0.54% (n = 240,000); AID 2549;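 note: plate controls were vehicle for no effect and no enzyme for full effect; nearly all actives have a fitted effect of over 30% in size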
Target sequence (P46063 whole entry, looked up): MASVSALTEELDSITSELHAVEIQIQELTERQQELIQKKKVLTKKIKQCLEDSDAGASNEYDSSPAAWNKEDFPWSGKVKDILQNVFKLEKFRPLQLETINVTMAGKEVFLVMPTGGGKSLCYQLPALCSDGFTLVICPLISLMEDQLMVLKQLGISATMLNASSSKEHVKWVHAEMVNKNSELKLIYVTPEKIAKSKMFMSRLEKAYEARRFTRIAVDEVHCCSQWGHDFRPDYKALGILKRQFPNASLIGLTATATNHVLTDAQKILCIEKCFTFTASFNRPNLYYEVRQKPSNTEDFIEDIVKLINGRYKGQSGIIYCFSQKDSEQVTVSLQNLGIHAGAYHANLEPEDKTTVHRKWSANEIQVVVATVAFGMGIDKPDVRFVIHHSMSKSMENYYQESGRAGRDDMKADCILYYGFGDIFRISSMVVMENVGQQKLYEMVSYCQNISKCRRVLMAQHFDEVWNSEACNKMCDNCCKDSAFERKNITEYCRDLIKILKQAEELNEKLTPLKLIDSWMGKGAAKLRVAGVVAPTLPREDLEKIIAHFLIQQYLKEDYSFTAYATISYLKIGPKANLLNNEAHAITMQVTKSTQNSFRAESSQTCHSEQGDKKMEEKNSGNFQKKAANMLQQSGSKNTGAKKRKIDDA
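RECQ1T1 50 nM; forked duplex (20 bp + 30-nt ss tails) 200 nM, ATP 2 mM final; pH 8.0, 2 mM MgCl2, 2.5 ug/ml poly(dI-dC); 15 min compound preincubation; discontinuous kinetic read over 2 h at RT.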
Epigenetic reg: epigenetic control regulation, reporter derepression; murine LDR cells, GFP reporter derepression, 30 h; AID 1865; Potency, µM (titrated, usually from 53.9 µM), inactives show at the top dose GFP activation, usual class: activators; actives 0.2% (n = 280,000); note: % of control where 0% means no effect; nearly all actives have a fitted effect of over 60% in size
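Readout is the number of GFP-expressing murine LDR cells, counted by cytometry following washing. Cells were treated with compound for 30 h at 37 C; the stably integrated CMV-GFP locus is normally silent.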
KinaseGlo FLuc: counter-screen: inhibitors of Kinase-Glo firefly luciferase; Kinase-Glo luciferase, ATP luminescence, 8 min; Potency, µM (doses to about 38.3 µM), without a hit: top-dose activity change, negative = inhibition, actives largely listed as inhibitors; actives 0.28% (n = 200,000); note: % is set by controls: 0 for no effect and ±100 for the full control effect; nearly all actives have a fitted effect of over 60% in size
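Light output from Kinase-Glo luciferase with luciferin and 10 uM ATP in 50 mM imidazole pH 7.2, KCl, MgCl2, Tween 20, BSA; compound pin-delivered, 8-min ambient incubation, then luminescence read.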
KDM4E inh: JMJD2E (human) inhibition. JMJD2E catalytic domain, FDH-coupled NADH fluorescence (FDH is formaldehyde dehydrogenase). Potency, µM (highest dose often 57.1 µM), without a hit: at the top dose activity change, negative = inhibition, hits mostly inhibitors. actives 1.6% (n = 230,000). B2RXH2; active = well fitted inhibition curve with a large enough effect, not every such curve was filed as active; inconclusive = small, poorly fitted or top-dose-only effect, or another doubt; inactive = no such curve, though single readings can be large or run the other way;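 note: 0% = wells with enzyme and -100% = buffer wells without enzyme; nearly all actives have a fitted effect of over 50% in size; many of its hits are not listed in these tables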
* = called active by the depositor; i = inactive; ? = inconclusive; · = not tested or not shown; & = joins results of further samples; [ ] = remark or other dose. Unless noted, calls come from the whole dose curve; as a rule, active = well fitted curve in the direction sought with a large enough effect; inconclusive = small, poorly fitted or top-dose-only effect, or another doubt; inactive = no such curve, though single readings can be large; an effect the other way counts as inactive or inconclusive. Potency is the fitted concentration of half-maximal effect.

Molecule | NPSR antag | IMPase Li cell | SMN2 splice up | GoLoco inh red | RECQ1 inh | Epigenetic reg | KinaseGlo FLuc | KDM4E inh
COc1ccc(CNC(=O)C(C)Sc2ccc(C)cc2)cc1 (stereo not given) | -6% | -1% | -3% | 3% | i | -0.5% | 6% | -12%
O=C1CCCC(O)=C1Sc1ccccc1C(=O)O | 16% | -3% | 4% | -49% | i | 1.1% | -1% | 0%
CC1(NC(=O)c2cc(S(=O)(=O)N3CCCCC3)ccc2Cl)CCS(=O)(=O)C1 (stereo not given) | -11%[46.1 µM] | 6%[38.3 µM] | -23% | -15% | -4% | -1.8% | 14% | 1%
CCCSC(=O)N(CC)CC(=O)Nc1c(CC)cccc1CC | -14%[46.1 µM] | 50%[activator][38.3 µM] | -9% | -11% | 16% | 0.0% | -4% | 2%
COc1ccc(S(=O)(=O)Cc2ccc(C(=O)N3CCN(c4cccc(C)c4C)CC3)o2)cc1 | -4%[46.1 µM] | 41%[activator][38.3 µM] | -51%[inhibitor] | 6% | -12% | -0.8% | 0% | -1%
COc1ccccc1OCCCCCNCCO | -4%[46.1 µM] | 3%[38.3 µM] | -5% | 1% | -5% | -0.4% | 0% | 10%
CCOC(=O)/C(=C/c1ccccc1)NC(=O)c1ccco1 | 23% | 8% | -1% | 8% | -2% | -0.9% | 5% | -8%
COc1cc(C2NC(=O)NC(C)=C2C(=O)OCc2ccccc2)ccc1O (stereo not given) | -19%[46.1 µM] | · | · | · | i | -7.2% | · | 2%
CN(C)/C=N/c1ncc(C(=O)c2ccc(-c3ccccc3)cc2)s1 | -5% | 15% | -24% | 2% | i | 1.1% | 0% | ?
O=C(CSCc1ccc([N+](=O)[O-])cc1)NC1CC2CCC1C2 (stereo not given) | 5%[46.1 µM] | · | · | · | 8% | -1.8% | · | -1%
Cc1ccc(-n2c3nc(=O)[nH]c(=O)c-3cc3cc([N+](=O)[O-])ccc32)cc1 | -7%[46.1 µM] | 4% | -22% | -24% | -2% | 0.0% | -6% | -15%
CCOc1cc(C(=O)Nc2c3c(nn2C(C)(C)C)CS(=O)C3)cc(OCC)c1OCC (stereo not given) | -5%[46.1 µM] | -1% | 4% | 1% | 6% | 2.0% | 2% | 5%
O=C(O)CSc1cccc2cccnc12 | 0%&0%[46.1 µM] | 0%&-7%[38.3 µM] | 3%&20% | 4%&0% | -12% | 18µM* | 1%&-1% | ?
Cc1cc(C)n(C(=O)COc2ccc([N+](=O)[O-])cc2)n1 | 4% | 2% | 15% | 6% | -5% | -2.0% | -4% | 11%
CCOc1ccccc1NC(=O)CN(c1ccc(OC)cc1OC)S(=O)(=O)c1ccccc1[N+](=O)[O-] | -9% | 6% | -4% | 13% | i | 17% | 4% | -5%
COc1cccc(C(=O)Nc2c(F)c(F)c(F)c(F)c2F)c1 | ? | 37%[38.3 µM] | 1% | -3% | i | ? | 0% | 0%
CC1CC1C(=O)Nc1ccc(-c2ccccc2)cc1 (stereo not given) | -12% | 0% | 13µM* | -9% | i | -1.3% | 1% | -5%
C[C@@]12C[C@H](O)C3[C@H](CCC4=CC(=O)CC[C@]43C)[C@H]1CC[C@@H]2c1csc(-c2ccccc2)n1 (stereo not given in full) | · | 10% | -8%[9.22 µM] | 6%[14.2 µM] | · | · | -4%[7.66 µM] | ·
N#Cc1c(-c2ccccc2)nc(-c2ccncc2)[nH]c1=O | 8% | -14% | 4% | 17% | -1% | -0.1% | 1% | -6%
Cc1c(C=O)c2ccccc2n1CC(=O)NCc1ccc2c(c1)OCO2 | 1% | 13% | · | 2% | -7% | -0.1% | -4% | -6%
CC(C)(C)OC(=O)NCCc1nnc(S(=O)(=O)Cc2ccc(Cl)cc2Cl)o1 | ? | 0%[38.3 µM] | -1% | -5% | 3% | 0.7% | -2% | -2%
CCOC(=O)c1ccc[n+](CC(=O)Nc2cc(C(F)(F)F)ccc2Cl)c1 | 14% | 12% | -6% | 47%[activator] | -4% | -1.6% | -2% | -7%
CC(=O)c1c(N2CCCC2)nc(=S)n(-c2ccccc2)c1C | -15%[46.1 µM] | 33%[activator][38.3 µM] | -9% | -6% | i | -0.4% | 0% | 7%
COCCn1c(COc2ccccc2)nnc1SCC(N)=O | -1%[46.1 µM] | 1%[38.3 µM] | · | 14% | i | 0.0% | 0% | 3%
N#C/C(=C/c1ccc(-c2ccccc2)o1)c1nc(-c2cccs2)cs1 | -7% | -8% | 4% | -44% | -7% | 1.9% | 2% | 1%

Additional results follow.
Molecule | NPSR antag | IMPase Li cell | SMN2 splice up | GoLoco inh red | RECQ1 inh | Epigenetic reg | KinaseGlo FLuc | KDM4E inh
COc1cc2c(c(OC)c1)C(c1ccncc1)CC(=O)N2 (stereo not given) | -7%[46.1 µM] | 13%[38.3 µM] | -7% | -9% | -9% | 1.3% | 1% | 9%
CN(c1ccc(C(=O)NCCc2ccccc2)cc1)S(C)(=O)=O | -7%[46.1 µM] | 35%[activator][38.3 µM] | 14µM* | -6% | -2% | 0.0% | -13% | 7%
O=C(c1ccccc1)c1cnc(-c2ccc(Cl)cc2)s1 | -5%[46.1 µM] | ? | ? | 5% | -9% | -1.3% | ? | 3%
COC(=O)N[C@H](CC(C)=O)c1cccc(C(F)(F)F)c1 | 11% | 2% | 4% | -9% | -7% | -0.5% | 11% | 4%
CC(c1nnc(SCn2nnc3ccccc3c2=O)n1-c1ccc(Cl)cc1)N(C)C (stereo not given) | -9%[46.1 µM] | -3%[38.3 µM] | -8% | -4% | i | -0.8% | 3% | 1%
Cc1sc(NC(=O)CSc2nnnn2C2CCCC2)c(C#N)c1C | -12%[46.1 µM] | · | · | · | -2% | -4.8% | · | 2%
O=C(Nc1ccon1)c1cccc(Cl)c1 | 8%[46.1 µM] | 24%[38.3 µM] | ? | -3% | -2% | 0.0% | 2% | 0%
O=C(NC1CCCCC1)NC1CC2CCC(C1)N2Cc1nnnn1Cc1ccc2c(c1)OCO2 (stereo not given) | -14%[46.1 µM] | -14%[38.3 µM] | -20% | 5% | -5% | 6.7% | -3% | 0%
COc1ccc(Cc2c(N)nc(N)nc2N)cc1 | -12%[46.1 µM] | 1%[38.3 µM] | 5% | 2% | 4% | 0.8% | -2% | 1%
CC(C)c1nnc(NC(=O)CCC(=O)NCC2CCCO2)s1 (stereo not given) | ? | -9%[38.3 µM] | -13% | 3% | -1% | 4.4% | -8% | 4%
CCOC(=O)c1c(-c2ccc(OC)c(OC)c2)csc1NC(=O)C1CCCO1 (stereo not given) | -31% | 6% | -29% | 8% | -7% | -0.4% | 1% | 2%
CCOC(=O)c1c(C)oc2ccc(NS(=O)(=O)c3ccc(C(=O)O)cc3)cc12 | 10% | 7% | -8% | 14% | i | -2.6% | 3% | 1%
CC(Oc1ccccc1)C(=O)Nc1cccc([N+](=O)[O-])c1 (stereo not given) | 5% | 7% | · | -2% | i | -1.2% | -4% | -12%
CCCn1c(SC(C)C(=O)O)nc2ccccc21 (stereo not given) | -10%[46.1 µM] | 19%[38.3 µM] | -13% | -8% | -2% | 1.5% | -2% | -10%
CCC1CO/C(=C(\C(=C(Cl)Cl)N2CCOCC2)[N+](=O)[O-])N1 (stereo not given) | -21% | -3% | · | 10% | -4% | 0.1% | -1% | -7%
COc1ccccc1NC(=O)COC(=O)C12CC3CC(CC(Cl)(C3)C1)C2 | -30% | 8% | 0% | 0% | i | 0.1% | 0% | -23%
COc1cccc(OCc2nnc(SCc3cc(=O)[nH]c4ccccc34)o2)c1 | 10% | 5% | · | 51%[activator] | 12% | -3.0% | 0% | 2%
CC(C)(C)NC(=O)NC(=O)COC(=O)c1nc(-c2ccccc2)n(-c2cccc(C(F)(F)F)c2)n1 | -38% | -6% | 4% | 13% | i | -5.1% | 2% | 3%
Cc1cccc(N2CCN(C(=O)COc3ccc4c(c3)CCC4)CC2)c1C | -10%[46.1 µM] | · | · | · | -11% | -0.9% | · | 0%
Cn1c(N)c(C(=O)CSc2nc3ccccc3n2-c2ccccc2)c(=O)n(C)c1=O | -5%[46.1 µM] | -6%[38.3 µM] | 2% | 11% | i | 1.6% | 1% | -8%
CSC1=C(C#N)C(CC(C)C)C(C(C)=O)=C(C)N1 (stereo not given) | 3%[46.1 µM] | 3%[38.3 µM] | 0% | 3% | 5% | -0.7% | -3% | 0%
Cc1nnc(-c2ccc(N3CCCCCC3)c([N+](=O)[O-])c2)o1 | -36% | · | · | 4% | -3% | 1.3% | · | -3%
COc1cccc(-n2c(=S)sc3c(=O)n(-c4ccccc4OC)c(SCC4OCCO4)nc32)c1 | -28% | 2% | -26% | -2% | -9% | 2.2% | 1% | 2%

Entries above that have a nitro group on carbon (seven):
Molecule | NPSR antag | IMPase Li cell | SMN2 splice up | GoLoco inh red | RECQ1 inh | Epigenetic reg | KinaseGlo FLuc | KDM4E inh
O=C(CSCc1ccc([N+](=O)[O-])cc1)NC1CC2CCC1C2 (stereo not given) | 5%[46.1 µM] | · | · | · | 8% | -1.8% | · | -1%
Cc1ccc(-n2c3nc(=O)[nH]c(=O)c-3cc3cc([N+](=O)[O-])ccc32)cc1 | -7%[46.1 µM] | 4% | -22% | -24% | -2% | 0.0% | -6% | -15%
Cc1cc(C)n(C(=O)COc2ccc([N+](=O)[O-])cc2)n1 | 4% | 2% | 15% | 6% | -5% | -2.0% | -4% | 11%
CCOc1ccccc1NC(=O)CN(c1ccc(OC)cc1OC)S(=O)(=O)c1ccccc1[N+](=O)[O-] | -9% | 6% | -4% | 13% | i | 17% | 4% | -5%
CC(Oc1ccccc1)C(=O)Nc1cccc([N+](=O)[O-])c1 (stereo not given) | 5% | 7% | · | -2% | i | -1.2% | -4% | -12%
CCC1CO/C(=C(\C(=C(Cl)Cl)N2CCOCC2)[N+](=O)[O-])N1 (stereo not given) | -21% | -3% | · | 10% | -4% | 0.1% | -1% | -7%
Cc1nnc(-c2ccc(N3CCCCCC3)c([N+](=O)[O-])c2)o1 | -36% | · | · | 4% | -3% | 1.3% | · | -3%

An excerpt; rates above refer to the full screens.
